Screening data from PubChem.
aGal spleen mod: inhibitors or activators of human alpha-galactosidase in spleen homogenate; P06280; human spleen homogenate, 4MU-alpha-Gal fluorescence, 40 min; Potency, µM (series often up to 80 µM), for the others: top-dose activity change, negative = inhibition, usual class: inhibitors; 240,000 compounds, 0.008% hits; AID 2107;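 note: potency is the fitted concentration of half-maximal effect; 0% = enzyme with vehicle and -100% = no enzyme basal signal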
Target sequence (P06280 32-429 limits assumed): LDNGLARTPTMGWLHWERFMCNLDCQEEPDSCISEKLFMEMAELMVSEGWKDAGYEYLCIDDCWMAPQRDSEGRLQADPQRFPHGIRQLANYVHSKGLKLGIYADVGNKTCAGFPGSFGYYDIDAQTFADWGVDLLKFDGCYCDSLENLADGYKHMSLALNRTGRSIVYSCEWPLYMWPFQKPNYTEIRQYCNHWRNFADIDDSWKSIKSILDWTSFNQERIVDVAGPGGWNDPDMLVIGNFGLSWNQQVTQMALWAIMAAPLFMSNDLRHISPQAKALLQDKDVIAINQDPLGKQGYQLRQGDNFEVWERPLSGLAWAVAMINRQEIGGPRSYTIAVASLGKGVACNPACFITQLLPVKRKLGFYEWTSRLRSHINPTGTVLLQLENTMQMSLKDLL
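Human spleen homogenate (1 ug) was the enzyme source, with 4-methylumbelliferyl-alpha-D-galactopyranoside (1 mM final) in pH 5.0 citrate buffer with 0.01% Tween-20. Compounds were titrated; after 40 min at 37C, NaOH/glycine stop, 4-MU fluorescence read; AC50 from Hill fits.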
Tau fluor cs: counter-screen for tau fibril formation inhibitors; tau K18 P301L (four-repeat tau fragment) Alexa594 fluorescence, heparin fibrillization; AID 1463; 280,000 compounds, 0.93% hits; Potency, µM (top dose mostly 57.7 µM), for the others: at the highest dose activity change, negative = decrease; note: potency is the fitted concentration of half-maximal effect; % is set by controls: 0 for no effect and ±100 for the full control effect; nearly all actives have a fitted effect of over 55% in size
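Human K18 P301L tau (15 uM unlabeled plus 0.24 uM Alexa 594-labeled, final) in 100 mM sodium acetate pH 7 was mixed with compound and 20 uM heparin and incubated 6 hr at 37 C.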
CBFb-RUNX1 inh: CBF-beta/RUNX1 interaction disruption; Q01196+Q13951; AlphaScreen CBFb-His/RUNX1-biotin binding, biochemical; Potency, µM (doses to about 59.8 µM), without a hit: top-dose activity, negative = inhibition, most hits filed as inhibitors; 230,000 tested, under 10 active; AID 1477; note: % of control where 0% means no effect
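CBFb-His/RUNX1-biotin, 30 nM each, preincubated 20 min RT; compound 15 min RT; Ni + streptavidin beads 50 ng each, 90 min RT; AlphaScreen read.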
TR SRC2 fluor cs: Texas Red fluorescence interference in TRb-SRC2 counter-screen; AID 1479; TRb/SRC2 Texas Red total fluorescence interference; 280,000 compounds, 0.29% hits; Potency, µM (series often up to 106 µM), for inactives: top-dose fluorescence change, negative = quenching; active = well fitted curve in either direction with a large enough effect; inconclusive = small, poorly fitted or top-dose-only effect; note: potency is the fitted concentration of half-maximal effect; % is set by controls: 0 for no effect and ±100 for the full control effect
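Human TRb ligand-binding domain at 0.6 uM with 20 nM Texas Red SRC2 peptide in Tris buffer containing 1 uM T3 and 5% DMSO, incubated with compound 5 h at ambient temperature. Total fluorescence (555/632 nm) calculated as parallel + 2 × perpendicular.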
NPSR antagonist: antagonists of human neuropeptide S receptor cAMP signaling | AID 1461 | 220,000 compounds, 1% hits | Potency, µM (titrated, usually from 38.3 µM), inactives show at the top dose activity change, negative = inhibition, usual class: inhibitors | CHO-NPSR cells, cAMP TR-FRET, antagonist mode | Q6W5P4; note: potency is the fitted concentration of half-maximal effect; % is set by controls: 0 for no effect and ±100 for the full control effect; nearly all actives have a fitted effect of over 50% in size; many of its hits are not listed in these tables
Target sequence (Q6W5P4 whole entry, looked up): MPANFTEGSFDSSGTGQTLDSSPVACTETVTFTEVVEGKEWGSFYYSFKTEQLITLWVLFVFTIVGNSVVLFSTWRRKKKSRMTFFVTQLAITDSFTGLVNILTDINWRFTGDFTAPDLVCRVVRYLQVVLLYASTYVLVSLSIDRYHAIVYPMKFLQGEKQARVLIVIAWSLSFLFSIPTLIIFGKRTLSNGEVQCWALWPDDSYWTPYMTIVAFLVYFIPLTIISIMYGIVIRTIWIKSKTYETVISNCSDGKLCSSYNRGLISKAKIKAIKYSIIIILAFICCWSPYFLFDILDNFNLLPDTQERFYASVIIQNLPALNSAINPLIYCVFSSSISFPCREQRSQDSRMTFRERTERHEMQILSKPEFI
Tau FP inhib: inhibitors of human tau fibril formation; Potency, µM (series often up to 57.7 µM), without a hit: at the highest dose activity, negative = inhibition, hits mostly inhibitors; K18 P301L tau heparin fibrillization, Alexa594 FP, 6 h; P10636; 280,000 compounds, 0.39% hits; AID 1468; note: potency is the fitted concentration of half-maximal effect; % is set by controls: 0 for no effect and ±100 for the full control effect; nearly all actives have a fitted effect of over 55% in size
Target sequence (P10636 561-689 P618L limits assumed): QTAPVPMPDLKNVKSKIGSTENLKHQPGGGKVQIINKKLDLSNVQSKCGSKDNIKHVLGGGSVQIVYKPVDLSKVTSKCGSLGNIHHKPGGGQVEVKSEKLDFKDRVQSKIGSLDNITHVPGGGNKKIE
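Steps: dispense K18 P301L tau (15 uM plus 0.24 uM Alexa 594 tracer, final) in pH 7 sodium acetate; add compound; add heparin (20 uM final); incubate 6 hr, 37 C; add ThT (30 uM final); after 1 hr ambient, read FP.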
Epigenetic derep: epigenetic control regulation, reporter derepression; murine LDR cells, GFP reporter derepression, 30 h; Potency, µM (highest dose often 53.9 µM), without a hit: at the top dose GFP activation, usual class: activators; 280,000 compounds, 0.2% hits; AID 1865; note: potency is the fitted concentration of half-maximal effect; % of control where 0% means no effect; nearly all actives have a fitted effect of over 60% in size
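Derepression of a silenced CMV-GFP reporter in murine LDR cells is scored by enumerating GFP-positive cells with a laser-scanning microplate cytometer after 30 hours of treatment at 37 C.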
TRb-SRC2 inh: disrupts binding of human TR beta to SRC2; P10828; TRbeta-SRC2 peptide binding, fluorescence polarization; receptor liganded with 1 µM T3; Potency, µM (highest dose often 106 µM), without a hit: at the top dose activity change, negative = inhibition, hits mostly inhibitors; 280,000 compounds, 0.065% hits; AID 1469;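 note: potency is the fitted concentration of half-maximal effect; plate controls were bound peptide for no effect and peptide without receptor for full effect; nearly all actives have a fitted effect of over 50% in size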
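Fluorescence polarization of 20 nM Texas Red SRC2 peptide with 0.6 uM human TRb ligand-binding domain, in Tris buffer with 1uM T3 and 5% DMSO. Incubated 5 hr ambient; normalized to unbound and bound controls.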
* marks the source's active call; other numbers are inactive results; ? = inconclusive; . = not tested or not shown; [ ] = remark or other dose. Unless noted, calls come from the whole dose curve; as a rule, active = well fitted curve in the direction sought with a large enough effect; inconclusive = small, poorly fitted or top-dose-only effect, or another doubt; inactive = no such curve, though single readings can be large; an effect the other way counts as inactive or inconclusive.

SMILES | aGal spleen mod | Tau fluor cs | CBFb-RUNX1 inh | TR SRC2 fluor cs | NPSR antagonist | Tau FP inhib | Epigenetic derep | TRb-SRC2 inh
O=C(CCSc1nc(-c2ccc3c(c2)OCO3)cc(C(F)(F)F)n1)NCc1ccccc1 | 11.2% | -20.0% | 4.8% | -0.8% | -40.8% | -8.4% | -0.1% | 5.7%
O=C1[C@@H]2C(c3cccnc3)=NO[C@@H]2C(=O)N1c1ccc2ccccc2c1 | 6.5% | -11.7% | -1.6% | -0.5% | -29.9% | 9.2% | -5.2% | -0.1%
COc1ccc2[nH]c(-c3ccc(F)cc3F)cc(=O)c2c1 | 14.3%[119 µM] | 1.0%[81.3 µM] | -0.1%[89.1 µM] | 3.9% | . | -0.3%[81.3 µM] | 0.0% | 0.3%
O=C1CCC(=O)N1c1ccc(NCc2ccccc2Cl)c([N+](=O)[O-])c1 | 5.0% | -21.3% | -6.4% | -1.3% | 8.6% | 3.1% | -1.8% | -6.7%
O=C(O)c1ccc(C(=O)O)c(C(=O)c2ccccc2)c1 | -2.3% | -6.8% | 5.1% | -4.8% | -6.2%[46.1 µM] | 5.8% | 1.4% | -5.2%
Cc1cccc(-c2nc(-c3ccc4c(c3)[nH]c(=O)n4C)no2)c1 | . | -11.6% | . | 1.3% | . | -11.1% | 4.2% | -2.1%
COCC(=O)Nc1ccc(OC)c(Cl)c1 | 2.4% | 8.8% | -0.9% | 1.2% | -7.6% | 1.8% | 1.1% | -8.4%
CCCCN(CC)CCNC(=O)C1CCCN(S(=O)(=O)c2cccc3nsnc23)C1 (stereo not given) | . | -2.4% | . | -0.1% | . | -11.9% | 2.5% | 1.8%
CCC1CCCCN1CCCNC(=O)c1ccc2c(=O)n(Cc3ccc(OC)cc3)c(=O)[nH]c2c1 (stereo not given) | 8.3% | -23.2% | -3.2% | -3.4% | 2.8%[46.1 µM] | -6.5% | 3.0% | -8.8%
O=c1[nH]nc(SCCS(=O)(=O)c2ccc(F)cc2)n1-c1ccc2c(c1)OCCO2 | -4.5% | -6.5% | 6.7% | -3.7% | -6.3% | -5.4% | 0.5% | 5.2%
COc1ccc(/C=C2/CCOC2=O)cc1 | 10.9% | -20.2% | 11.9% | -1.4% | 0.8%[46.1 µM] | -10.6% | -0.9% | -9.5%
O=C(O)C1CCCCC1C(=O)NCc1cn2ccccc2n1 (stereo not given) | -0.4% | 2.6% | 6.4% | -0.6% | -0.1%[46.1 µM] | 1.2% | 0.0% | -8.2%
Cc1ccc(SCc2nc(-c3ccc(C(=O)NCc4ccccc4Cl)cc3)oc2C)cc1 | . | -15.7% | . | 0.9% | . | -2.5% | -0.3% | 2.0%
CC1CCCCN1CC(=O)Nc1ccc(N2CCCCCC2)cc1 (stereo not given) | -3.5% | 8.0% | 9.1% | -1.9% | 22.0% | 5.8% | 4.2% | 8.9%
CCC(=O)Nc1cc(-c2nn(C)c(=O)c3ccccc23)ccc1N1CCCCC1 | -9.6% | -7.9% | 1.5% | -4.9% | ? | -0.5% | -0.9% | 3.5%
Cc1cccc(C)c1NC(=O)Nc1ccc(S(N)(=O)=O)cc1 | -5.3% | -3.6% | 3.4% | 0.0% | -2.6% | 2.5% | -0.7% | 5.6%
Cc1ccc(C2SCCN2C(=O)c2ccc([N+](=O)[O-])cc2)cc1 (stereo not given) | 14.0% | -23.2% | -3.5% | -2.1% | 1.2% | 14.4% | -1.0% | -3.7%
CCCNC(=O)CSc1nccn1Cc1ccco1 | -4.8% | -0.5% | -16.3% | -0.2% | 9.9% | -1.4% | 2.3% | 7.4%
C=CCN(CC=C)S(=O)(=O)c1ccc(NC(=S)NC(=O)c2ccc(-c3ccccc3)cc2)cc1 | -2.2% | -18.4% | 1.0% | 1.1% | -13.0%[46.1 µM] | ? | -1.0% | 9.0%
CCOc1ccccc1NC(=O)Cn1c(=O)n(-c2ccccc2)c(=O)c2oc3ccccc3c21 | -0.7% | -7.9% | 24.7% | -0.1% | 3.6% | -0.6% | ? | -1.6%
COc1cc(NC(=O)CCc2ccccc2)c(C(=O)O)cc1OC | -9.1% | 6.2% | -1.2% | -2.7% | -11.3%[46.1 µM] | 6.0% | -0.4% | -14.3%
O=C(CCCCCn1c(=O)[nH]c2ccccc2c1=O)NCc1ccc(Cl)cc1 | . | -2.6% | . | -0.1% | . | ? | -1.3% | -4.8%
Cc1ccc(-c2nn(-c3cc(Cl)ccc3[N+](=O)[O-])c(=O)c3ccccc23)cc1C | -10.7% | -25.5% | -22.1% | 1.1%[53 µM] | -23.4%[46.1 µM] | -0.9% | -2.0% | -24.8%[53 µM]
CCCCCCN(C(=O)CCCCCN1C(=O)NC(c2ccc(-c3ccccc3)cc2)C(C(=O)OCc2ccccc2)=C1C)C(C(=O)NCCCC)c1ccc(OCC(=O)O)c(C(=O)O)c1 (stereo not given) | 0.9% | -3.4% | 0.3% | -4.3% | . | 1.4% | 1.3% | -5.3%
O=C(CSc1ncnc2c1oc1ccccc12)NCc1ccc(F)cc1 | 3.0% | -6.7% | -1.7% | -1.4% | ? | 4.8% | -0.2% | -1.0%

5 compounds picked at random from those above, as already listed:
SMILES | aGal spleen mod | Tau fluor cs | CBFb-RUNX1 inh | TR SRC2 fluor cs | NPSR antagonist | Tau FP inhib | Epigenetic derep | TRb-SRC2 inh
O=C1CCC(=O)N1c1ccc(NCc2ccccc2Cl)c([N+](=O)[O-])c1 | 5.0% | -21.3% | -6.4% | -1.3% | 8.6% | 3.1% | -1.8% | -6.7%
COCC(=O)Nc1ccc(OC)c(Cl)c1 | 2.4% | 8.8% | -0.9% | 1.2% | -7.6% | 1.8% | 1.1% | -8.4%
CCC1CCCCN1CCCNC(=O)c1ccc2c(=O)n(Cc3ccc(OC)cc3)c(=O)[nH]c2c1 (stereo not given) | 8.3% | -23.2% | -3.2% | -3.4% | 2.8%[46.1 µM] | -6.5% | 3.0% | -8.8%
O=c1[nH]nc(SCCS(=O)(=O)c2ccc(F)cc2)n1-c1ccc2c(c1)OCCO2 | -4.5% | -6.5% | 6.7% | -3.7% | -6.3% | -5.4% | 0.5% | 5.2%
CCOc1ccccc1NC(=O)Cn1c(=O)n(-c2ccccc2)c(=O)c2oc3ccccc3c21 | -0.7% | -7.9% | 24.7% | -0.1% | 3.6% | -0.6% | ? | -1.6%

New compounds follow
SMILES | aGal spleen mod | Tau fluor cs | CBFb-RUNX1 inh | TR SRC2 fluor cs | NPSR antagonist | Tau FP inhib | Epigenetic derep | TRb-SRC2 inh
CCc1ccccc1-n1c(-c2ccncc2)n[nH]c1=S | 13.4% | 4.2% | 15.3% | 3.5% | 10.9%[46.1 µM] | -6.7% | -0.1% | -0.3%
COc1ccc(CNC(=O)Cn2c(SCC(=O)N(C)c3ccccc3)nc3ccccc32)cc1 | . | -2.4% | . | -2.5% | . | 3.7% | 6.8% | -2.1%
CSc1ncc(CN2CCN(C3CCCCC3)C(CCO)C2)cn1 (stereo not given) | 1.6% | 0.0% | 9.7% | -2.1% | -17.6% | 11.2% | 0.0% | 4.5%
COc1ccc2cc3c(N)nn(C(=O)C4CCC(C(C)(C)C)CC4)c3nc2c1 (stereo not given) | 4.4% | ? | 5.1%[2.36 µM] | -2.5% | -23.1% | -2.8% | 12.3% | 0.4%
CC(C)(C)NC(=O)c1ccc(NC(=O)CSc2ccccc2)cc1 | 5.4% | 5.0% | 0.8% | -5.9% | -1.1% | 4.6% | -0.9%[10.1 µM] | -3.4%
COc1cc(N2CN=c3s/c(=C\c4ccccn4)c(=O)n3C2)cc(OC)c1OC | -12.0% | -14.2% | 6.0% | -8.0% | -18.9%[46.1 µM] | -3.1% | -2.1% | -13.2%
CC1(C)CC(=O)C(C(c2ccncc2)C2C(=O)CC(C)(C)CC2=O)C(=O)C1 | -9.1% | -11.9% | 3.0% | -1.2% | -2.0%[46.1 µM] | -9.8% | -0.7% | 8.2%
O=C(Nc1cccc(-c2cnc3ccccc3n2)c1)c1ccccc1 | 4.7% | -8.8% | 2.0% | -0.8% | -15.2%[46.1 µM] | -7.3% | 1.1% | 0.9%
Cc1cc(C)cc(NC(=O)CN(C)S(=O)(=O)c2ccc3[nH]c4c(c3c2)CCCC4)c1 | . | 4.47µM*[quencher] | . | 0.5% | . | -9.0% | -1.2% | 3.8%
COc1ccc2cnnc(SCC(=O)Nc3ccccc3)c2c1OC | -27.4% | -9.8% | 7.3% | -0.5% | 9.7% | -12.6% | -3.0% | -8.1%
COc1ccc(Cl)cc1N1C(=O)C2CCCN2C1c1cccc(F)c1 (stereo not given) | 0.3% | -7.4% | 1.0% | 2.6% | -7.9%[46.1 µM] | 1.8% | -0.3% | -10.1%
CCNC(=S)N(Cc1ccccc1)Cc1nc2ccccc2c(=O)[nH]1 | 4.7% | 4.6% | -7.0% | -1.5% | 8.2% | 5.7% | 0.0% | 7.9%
COc1ccccc1NC(=O)COc1ccc(C(=O)OCC(=O)NC(C)(C)C)cc1OC | -9.0% | -5.6% | 29.5% | -7.0% | -9.2% | 0.3% | -1.4% | -8.6%
O=C(Nc1ccc2oc(-c3cccnc3)nc2c1)c1cccc(Br)c1 | . | -9.6% | . | -1.3% | . | 3.2% | -1.5% | 6.6%
Cc1cc(/C=C(\C#N)C(=O)NCc2ccco2)c(C)n1-c1ccc(C(=O)O)cc1 | -3.1% | -15.1% | 5.5% | -6.5% | -1.7% | -12.8% | 0.0% | -3.9%
CC1CN(CCOc2ccccc2-c2ccccc2)CC(C)O1 (stereo not given) | -3.1% | -8.5% | -3.3% | 0.2% | -10.4% | -7.7% | 9.0% | 0.8%
CCOc1ccc2nc(NC(=O)c3cccc(-c4cc5ccccc5oc4=O)c3)sc2c1 | 4.8% | ? | 3.1% | -0.7% | ? | 7.0% | 1.9% | 7.5%
Cc1ccc(NS(=O)(=O)c2ccc(N3C(=O)CCC3=O)cc2)cc1 | 2.5% | -8.8% | -4.7% | -1.8% | 0.2%[46.1 µM] | -3.1% | -1.3% | -3.2%
Cc1cc(C(=O)OCC(=O)N(C)c2ccccc2)ccc1[N+](=O)[O-] | 3.4% | -7.4% | 3.8% | -0.8% | -2.1% | -2.0% | 0.2% | -9.3%

A portion of the library; the hit share may differ from the screen's.
